Keap1 Nrf2 FP: Keap1-Nrf2 (human) interaction inhibition | Keap1 Kelch-Nrf2 peptide fluorescence polarization, 1536-well | inhibition, % at 9.4 µM | AID 504523 | hit rate 0.15% among 340,000; in the data active means inhibition above about 12%;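 further: human Keap1 Kelch domain with fluorescein labeled Nrf2 9mer peptide probe; 0% = neutral control wells and 100% = peptide positive control; higher means more block of Keap1 binding to Nrf2 peptide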
PKA-R2B act: activates the human PKA-R2B holoenzyme complex; activation, % at 11.4 µM; hit rate 0.079% among 340,000; PKA-R2B holoenzyme dissociation, Cy5-IP20 fluorescence polarization; R2B truncated from residue 108, S112A mutant; 0% DMSO only, 100% 113 µM cGMP; P22694+P31323;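 active means activation above a cutoff set at the mean over all compounds plus 3 SD, cut at about 18% in these data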;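 further: higher means more holoenzyme dissociation and a rise in polarization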
Target sequence (P31323 whole entry, looked up, other chains not shown, the tested form may be a part): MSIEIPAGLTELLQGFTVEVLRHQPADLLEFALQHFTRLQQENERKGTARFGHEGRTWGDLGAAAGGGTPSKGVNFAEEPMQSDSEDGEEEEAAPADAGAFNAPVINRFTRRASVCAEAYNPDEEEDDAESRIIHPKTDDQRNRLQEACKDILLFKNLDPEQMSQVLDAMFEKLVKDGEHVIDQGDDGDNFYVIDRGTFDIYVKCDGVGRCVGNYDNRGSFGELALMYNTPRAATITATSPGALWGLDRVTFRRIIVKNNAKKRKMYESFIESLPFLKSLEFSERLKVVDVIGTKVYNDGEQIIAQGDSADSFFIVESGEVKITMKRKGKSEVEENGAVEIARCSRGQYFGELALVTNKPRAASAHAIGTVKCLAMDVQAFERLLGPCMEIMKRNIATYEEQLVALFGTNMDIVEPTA
C-LANA FP: inhibitors of KSHV LANA C-terminal domain DNA binding; MBP-C-LANA/FAM-LBS DNA binding, fluorescence polarization; inhibition, % at 9 µM; hit rate 0.078% among 340,000; AID 504423;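 active means highest replicate inhibition at or above 60% at 9 µM, even if other replicates fall short; inactive means all replicates below 60% inhibition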;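 further: 0% = neutral control wells and 100% = 4 µM acridine orange control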
DAGLB inh: blocks human DAGLB lipase activity | Q8NCG7 | HEK293T DAGLB membrane lysate, EnzChek fluorogenic substrate | inhibition, % at 5.17 µM | hit rate 0.059% among 340,000 | AID 504411; in the data active means inhibition above about 34%;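 further: 0% = enzyme with vehicle and 100% = wells lacking enzyme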
Cardiac RTF inh: cardiac RTF calcium desensitization | P19429+P45379 | IANBD-labeled cardiac RTF, Ca2+ fluorescence | inhibition, % at 7.15 µM | hit rate 0.12% among 340,000 | AID 493244;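 active means inhibition above the mean inhibition of all tested compounds plus 3 SD, cut at about 17% in these data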;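 further: assay run at fixed EC70 calcium of 1.6 mM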
Arrestin-AP2 inh: inhibitors of human beta-arrestin and AP2 interaction; inhibition, % at 10 µM; hit rate 0.31% among 340,000; FITC-arrestin peptide / GST-AP2 beads, flow cytometry; AP2 beta2 appendage carries R879A mutation; AID 504490;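 active means inhibition above a set limit, near 3 SD of compounds lacking own fluorescence, cut at about 54% in these data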;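 further: plate controls were DMSO wells for no effect and 5 µM unlabelled arrestin peptide for full effect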
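test system = AP2 appendage R879A on GSH beads | buffer or medium = PBS plus Tween 20 (0.05%) and BSA (0.1%) | incubation = 12 min plus 1 h, RT | detection = bead flow cytometry, FITC channel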
PvdQ inh: blocks Pseudomonas aeruginosa PvdQ acylase activity. purified PvdQ acylase, fluorescence plate reader. inhibition, % at 10 µM. hit rate 0.063% among 340,000; in the data active means inhibition above about 30%, passing the limit was not always enough;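 further: 0% = vehicle neutral wells and 100% = reference inhibitor wells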
SR-BI uptake up: activators of SR-BI mediated HDL lipid uptake; activation, % at 12.5 µM; AID 504775; hit rate 0.096% among 320,000; CHO ldlA[mSR-BI] cells, DiI-HDL uptake fluorescence, 3 h; 100 = double the neutral-control signal;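 active means mean replicate activation of at least 60% and every replicate at or above 60%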;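 further: 0% = median plate neutral-control signal and 100% = twice that signal; values of inactives mirror those of a sister screen read the other way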
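Test system: SR-BI-overexpressing, LDLR-lacking CHO cells; Also added: labelled HDL, 10 µg/mL; Measured by: bottom-read cell fluorescence after medium removal, ex 550/em 595 nm; Timing: 3 h uptake period with compound, 37 °C; Buffer or medium: F12, 0.5% BSA, 25 mM HEPES; Doses: single compound concentration, delivered by pin transfer.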
NSD2 HMT inh: blocks human histone methyltransferase NSD2; inhibition, % at 12.5 µM; hit rate 0.54% among 310,000; NSD2 peptide methylation, AlphaScreen, 120 min; O96028; in the data active means inhibition above about 50%
SR-BI DiI inh: inhibitors of mouse SR-BI mediated HDL lipid uptake | Q61009 | ldlA[mSR-BI] CHO cells, DiI-HDL uptake fluorescence, 3 h | inhibition, % at 12.5 µM | hit rate 0.96% among 320,000 | AID 488896;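 active means mean replicate inhibition of at least 70% and a set share of replicates each scoring 70 or more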;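 further: 0% = median of neutral control wells and 100% = median of positive control wells; values of inactives mirror those of a sister screen read the other way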
Target sequence (Q61009 whole entry, looked up): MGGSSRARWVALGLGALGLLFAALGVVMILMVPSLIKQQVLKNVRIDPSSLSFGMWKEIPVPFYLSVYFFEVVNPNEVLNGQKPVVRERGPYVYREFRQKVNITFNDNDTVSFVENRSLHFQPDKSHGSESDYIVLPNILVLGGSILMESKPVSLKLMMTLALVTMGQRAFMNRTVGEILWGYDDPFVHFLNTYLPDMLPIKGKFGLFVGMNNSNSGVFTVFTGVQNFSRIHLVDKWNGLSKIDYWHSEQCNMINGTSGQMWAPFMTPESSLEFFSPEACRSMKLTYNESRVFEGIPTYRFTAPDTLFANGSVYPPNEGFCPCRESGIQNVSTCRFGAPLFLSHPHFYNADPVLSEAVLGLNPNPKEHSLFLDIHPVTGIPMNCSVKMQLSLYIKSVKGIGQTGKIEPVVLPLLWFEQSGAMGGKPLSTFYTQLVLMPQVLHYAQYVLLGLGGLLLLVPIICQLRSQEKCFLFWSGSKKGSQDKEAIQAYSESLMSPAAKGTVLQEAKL
* = called active by the depositor; . = no result given.

SMILES	Keap1 Nrf2 FP	PKA-R2B act	C-LANA FP	DAGLB inh	Cardiac RTF inh	Arrestin-AP2 inh	PvdQ inh	SR-BI uptake up	NSD2 HMT inh	SR-BI DiI inh
CCN(c1ccccc1)S(=O)(=O)c1cccc(C(=O)Nc2ccc(C)cn2)c1	-1	9	-1.1	-3	0	4	-12	.	-3	18
CC(NC(=O)CN1C(=O)NC(Cc2ccccc2)(Cc2ccccc2)C1=O)C12CC3CC(CC(C3)C1)C2 (configuration not stated)	3	0	1.1	-6	2	5	-1	-23	3	23
C[C@]12C(=O)N(c3ccc(C(F)(F)F)cc3)C(=O)N1[C@H]1c3ccccc3OC[C@@H]1[C@H]2c1ccccc1	2	6	-0.6	-14	-8	-11	5	-30	.	30
CC(=O)NNc1cc(C)nc(NS(=O)(=O)c2ccc(C)cc2)n1	1	3	0.4	-1	7	23	2	22	3	-22
Cc1ccc(CNCC(O)c2ccccc2)s1 (configuration not stated)	-9	-13	-1.8	-1	-16	15	-4	42	-2	-42
CCN(CC(=O)Nc1c(F)cccc1F)C(=O)c1ccc(N2CCCC2)c([N+](=O)[O-])c1	-6	-6	0.2	5	-4	-22	-12	-18	15	18
CC(C)[C@H](NS(=O)(=O)c1ccccc1)C(=O)OCC(=O)N1N=C(c2ccc(Cl)cc2)CC1c1ccco1 (some centres not stated)	-19	7	1.3	1	-1	12	0	-59	-3	59
O=C(COC(=O)C1CCC1)NCCc1ccc(Cl)cc1Cl	-1	4	-1.4	-1	-1	-8	-19	7	-2	-7
CCOc1ccc(C(=O)NCc2ccccc2OC)cc1	-4	9	-1.6	0	-6	.	-19	41	-2	-41
CC(C)(C)SCCNC(=O)CN(c1ccc(F)c(Cl)c1)S(C)(=O)=O	0	-4	0.3	1	-7	3	-10	17	4	-17
Cc1cccc(C)c1N=C1C(=O)Nc2ccccc21	-1	-3	0.7	1	-7	-4	-13	19	0	-19
Cc1ccc(-c2nn(-c3ccc(F)cc3)cc2C(=O)NC2CCC(O)CC2)cc1 (configuration not stated)	1	-4	1.7	0	-2	-9	-13	-50	-9	50
CCc1nnc(NS(=O)(=O)c2ccc(NC(=S)NC(=O)c3ccncc3)cc2)s1	3	1	0.3	1	-9	34	2	18	-1	-18
CCC(C)NC(=O)C1CCN(S(=O)(=O)c2cccnc2)CC1 (configuration not stated)	-5	-2	-0.4	0	-1	-7	-10	10	8	-10
Cc1ccc(C(=O)NCC2CCCO2)o1 (configuration not stated)	-2	-4	1.4	-1	-30	0	-11	39	-2	-39
CCOc1ccc2nc(SCC(=O)N3c4ccccc4Sc4ccccc43)c(C#N)cc2c1	-4	4	1.9	-5	-8	-2	-15	-40	-1	40
CC(=O)Nc1ccc2c(c1)C(=O)N(C1CCCCC1)C2=O	1	-4	0.3	-2	-5	-10	-10	7	20	-7
Cc1cc(C)c2c(N)c(C(=O)NNC(=O)c3ccccc3)sc2n1	4	-14	0.7	1	-12	-11	-17	5	-2	-5
CC(C)[C@H](NS(=O)(=O)c1ccccc1)C(=O)OCn1nnc2ccccc2c1=O	-1	0	1.8	8	-5	-5	-9	17	-2	-17
CC(=O)N1CCN(Cc2nc3scc(-c4ccccc4)c3c(=O)[nH]2)CC1	-1	-16	1.2	1	4	7	-6	3	-1	-3
O=S(=O)(Nc1cccc(-c2cn3c(n2)SCC3)c1)c1ccccc1	-7	12	-2.1	3	-3	-7	-14	.	4	-30
COc1ccc(N2C(=O)C3CCCN3C2c2ccccc2F)cc1 (configuration not stated)	1	-2	-0.2	0	-4	22	-3	6	.	-6
CC(=O)c1ccc(N2CCN(S(=O)(=O)c3csc(C(N)=O)c3)CC2)cc1	-3	-17	-0.4	1	0	-6	-3	13	0	-13
COc1ccccc1C(=O)Nc1nnc(-c2ccc(F)cc2)o1	1	5	-0.6	-4	-5	23	-2	-11	.	11
Cc1nc(N)sc1-c1csc(NCc2ccccc2)n1	3	-4	1.2	3	-6	4	-12	-3	2	3
Remaining list, next part:
SMILES	Keap1 Nrf2 FP	PKA-R2B act	C-LANA FP	DAGLB inh	Cardiac RTF inh	Arrestin-AP2 inh	PvdQ inh	SR-BI uptake up	NSD2 HMT inh	SR-BI DiI inh
CS(=O)(=O)N1CCC(C(=O)O)CC1	0	-11	-1.4	0	-20	27	-2	3	0	-3
O=C1c2ccccc2S(=O)(=O)c2cc(C(=O)N3CCC(N4CCCC4)CC3)ccc21	0	-7	-1.6	2	-3	39	-4	10	.	-10
COc1cccc(C2c3c(oc4ccccc4c3=O)C(=O)N2CCCN2CCOCC2)c1 (configuration not stated)	-4	-3	-0.5	0	-1	-1	-17	7	.	-7
COc1ccccc1NC(=O)COC(=O)c1ccc2ccccc2n1	-1	-7	-0.5	-3	-2	-8	-10	-12	1	12
Cc1ccc(C(=O)NCCCNC(=O)c2ccco2)cn1	1	3	-2.4	-1	-2	34	6	-2	-7	2
COc1ccc(/C=N/NC(=O)c2ccc(C)nc2)cc1O	-1	3	-0.4	4	-12	17	-6	8	0	-8
S=c1[nH]nc(-c2cccnc2)n1/N=C/C=C/c1ccco1	6	2	5.8	0	-5	5	-5	14	6	-14
O=C(NC1CCCCCC1)c1ccc(OCC2CCCO2)cc1 (configuration not stated)	-2	-1	0.3	0	12	5	10	13	-4	-13
Cc1ccnc(NC(=O)CCC(=O)N(CC(=O)NCc2ccccc2)Cc2cccs2)c1	-5	-10	-1.0	5	-8	17	-8	21	-2	-21
COc1ccccc1N1CCN(S(=O)(=O)c2c(C)[nH]c(C)c2C(=O)N2CCCC2)CC1	4	1	0.9	1	-1	25	3	15	1	-15
CC1(C)CC(=O)C=C(c2ccc(F)cc2OCc2ccccc2)C1	-3	-5	-0.3	-9	2	-3	-15	-41	.	41
CSc1nsc(SC)c1C(=O)N1CCN(S(=O)(=O)c2ccc(C)cc2)C1C(C)C (configuration not stated)	-2	-1	-2.1	-9	-5	-1	-18	-22	0	22
COc1ccc(-c2nc(=S)c3c(n2Cc2cccnc2)CC(C)(C)OC3)cc1	-8	-6	-2.8	0	-6	-11	-16	30	-6	-30
Cc1c(NC(=O)c2nn(CC(C)C)c(=O)c3ccccc23)c(=O)n(-c2ccccc2)n1C	1	1	-0.3	2	1	23	4	10	4	-10
COc1ccc(-c2noc(CSc3nc(-c4ccccc4)cc(=O)[nH]3)n2)cc1OC	-1	-6	-0.4	2	0	4	2	5	0	-5
Cc1csc(Sc2nc3c(c(=O)[nH]c(=O)n3C)n2Cc2ccccc2Cl)n1	-8	-10	1.6	0	3	-2	-5	16	0	-16
CC(NC(=O)c1cn(C(C)c2ccccc2F)nn1)c1ccncc1 (configuration not stated)	0	2	-1.3	-3	3	-12	-1	41	15	-41
O=C(CCC(=O)Nc1ccccc1)NNC(=O)c1cccs1	4	2	-1.9	2	-3	12	9	-15	14	15
Cc1ccc(CCc2nnc(SCC(=O)Nc3cccc(Cl)c3)n2-c2ccccc2)o1	-3	10	1.8	-2	3	1	-9	-28	-1	28
CC(C)c1c(C(=O)N/N=C/c2ccncc2)nnn1-c1nonc1N	-1	1	2.2	1	-10	-6	-19	-7	-1	7
O=C(Cc1ccc(Cl)cc1)NC1CC1	2	1	0.9	0	-7	-6	-2	6	-2	-6
N#Cc1c(SCC(=O)O)nc(N2CCCCC2)c2c1CCCC2	-2	-4	-1.5	5	-7	2	-12	12	-2	-12
Cc1ccccc1N(Cc1nnc2n1CCCCC2)C(=O)Nc1ccccc1	-1	-2	0.6	3	-5	11	-9	0	-1	0
COc1ccc(Cl)cc1NS(=O)(=O)N1CCOCC1	4	-2	0.4	-1	-11	19	-3	.	-2	-9
CS/C(N)=N/N=C/c1c(O)ccc2ccccc12	2	-9	-0.1	0	3	-37	-5	-22	.	22
Following part:
SMILES	Keap1 Nrf2 FP	PKA-R2B act	C-LANA FP	DAGLB inh	Cardiac RTF inh	Arrestin-AP2 inh	PvdQ inh	SR-BI uptake up	NSD2 HMT inh	SR-BI DiI inh
C1=C(CCNc2nnnn2-c2ccccc2)CCCC1	1	9	-1.4	-1	1	55*	-2	6	16	-6
CCCCn1c(N)c(N(CCC(C)C)C(=O)CCN2C(=O)C3CC=CCC3C2=O)c(=O)[nH]c1=O (configuration not stated)	-3	-9	-0.6	1	-7	-27	-12	19	1	-19
Cc1nc(SCC(=O)c2ccc(F)c(F)c2)[nH]c(=O)c1Oc1ccc(Cl)cc1	-1	5	0.2	16	-2	12	-7	4	3	-4
COCCNC(=O)CN(C(=O)Cn1nnc2ccccc21)c1ccc(C)c(F)c1	-4	2	1.5	1	-9	4	-16	5	-1	-5
CN(C(=O)COC(=O)c1cc([N+](=O)[O-])ccc1Cl)c1ccccc1	3	-7	-1.7	1	-24	2	-16	.	8	.
Cc1ccccc1Nc1nc(N)nc(CN2CCN(C(=O)c3ccccc3)CC2)n1	-4	-7	0.5	-1	5	2	0	-2	5	2
CC(C)(C)c1ccc(-c2cn(-c3ccc(Br)cc3)c3[n+]2CCCS3)cc1	1	6	0.2	3	-8	-2	-6	-22	-5	22
N[C@@H](Cc1ccccc1)c1nnc2sc(SCc3ccccc3)nn12	-4	-6	1.2	2	-3	16	2	4	0	-4
CC1CN(c2cnn(C(C)C)c(=O)c2Cl)CC(C)O1 (configuration not stated)	-2	-5	8.6	-5	-7	3	24	34	-1	-34
CC(C)NC(=O)c1ccccc1S(=O)c1ccccc1C#N (configuration not stated)	-2	-10	0.6	-1	-3	6	2	3	-2	-3
COc1ccc(C(=O)/C(=C/O)N=Nc2ccc(F)cc2)cc1	-5	-6	2.4	1	-12	2	-17	-44	5	44
O=C(Nc1ccc(Cl)c(Cl)c1)Nc1cc(S(=O)(=O)N2CCOCC2)ccc1N1CCCC1	-3	6	-0.8	5	6	18	15	29	-4	-29
O=C(CN1C(=O)c2cccc3cccc1c23)N1CCN(c2cccc(Cl)c2)CC1	0	2	-0.4	-3	-7	-3	-20	13	-3	-13
Cc1c(NS(=O)(=O)c2ccc(Cl)c(C(=O)OC(C)C(=O)NCc3ccco3)c2)c(=O)n(-c2ccccc2)n1C (configuration not stated)	-3	-1	-0.7	-1	-6	18	6	3	3	-3

Screens: PubChem, several laboratories

Not a hit list; any-hit rate near 2.1%.
